Bioassay records (PubChem)
GLP1R inv ag: GLP-1 receptor (human) inverse agonism; HEK293 GLP-1R CRE-luciferase, luminescence, 24 h; GLP-1R form is constitutively active; Potency, µM (highest dose often 38.3 µM), inactives show at the top dose activity change, negative = inhibition, actives largely listed as inhibitors; 410,000 compounds, 1.6% hits; also: % is scaled to controls: 0 for no effect and ±100 for the full control effect; nearly all actives have a fitted effect of over 55% in size
Target sequence (P43220 whole entry, looked up): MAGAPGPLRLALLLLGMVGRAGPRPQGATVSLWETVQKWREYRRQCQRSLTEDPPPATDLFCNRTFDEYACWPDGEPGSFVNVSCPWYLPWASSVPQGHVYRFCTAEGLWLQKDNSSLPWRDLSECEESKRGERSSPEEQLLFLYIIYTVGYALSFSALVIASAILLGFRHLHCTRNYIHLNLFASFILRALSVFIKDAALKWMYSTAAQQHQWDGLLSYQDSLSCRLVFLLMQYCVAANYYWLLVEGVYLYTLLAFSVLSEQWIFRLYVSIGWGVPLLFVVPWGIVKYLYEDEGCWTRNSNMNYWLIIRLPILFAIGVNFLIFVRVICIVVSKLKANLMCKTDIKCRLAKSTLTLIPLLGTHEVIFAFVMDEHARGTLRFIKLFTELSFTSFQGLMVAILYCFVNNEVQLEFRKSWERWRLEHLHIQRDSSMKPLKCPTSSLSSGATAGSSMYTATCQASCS
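Luminescence readout: a drop in cAMP-driven luciferase signal flags inverse agonism at a constitutively active GLP-1R stably expressed in HEK293. Compound exposure lasted 24 hr at 37 deg C, 5% CO2.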
GLP1R cytotox: cytotoxicity in counter-screen for GLP-1R inverse agonists. HEK293 cAMP-luciferase reporter cells, luminescence, 24 h. Potency, µM (top dose mostly 38.3 µM), for the others: at the highest dose activity change, negative = inhibition, hits mostly inhibitors. 410,000 compounds, 0.13% hits. AID 624418;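 also: loss of luciferase light is scored as toxicity; % is scaled to controls: 0 for no effect and ±100 for the full control effect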
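Compound-treated cells are incubated 24 hr at 37 deg C under 5% CO2 after a 12 hour attachment period, then luciferase detection reagent is added and luminescence is measured following 12 min at room temperature; lowered signal indicates toxicity.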
PTHR1 agonist: PTHR1 (human) receptor agonism; Q03431; HEK293 GP2 PTHR1 cells, GloSensor cAMP luminescence, 1 h; Potency, µM (titrated, usually from 115 µM), without a hit: at the highest dose activation, actives largely listed as activators; 410,000 compounds, 0.075% hits; also: nearly all actives have a fitted effect of over 55% in size; some results filed as inactive show a strong effect at the top dose; inactives centre near -15; many of its hits are not listed in these tables
Target sequence (Q03431 whole entry, looked up): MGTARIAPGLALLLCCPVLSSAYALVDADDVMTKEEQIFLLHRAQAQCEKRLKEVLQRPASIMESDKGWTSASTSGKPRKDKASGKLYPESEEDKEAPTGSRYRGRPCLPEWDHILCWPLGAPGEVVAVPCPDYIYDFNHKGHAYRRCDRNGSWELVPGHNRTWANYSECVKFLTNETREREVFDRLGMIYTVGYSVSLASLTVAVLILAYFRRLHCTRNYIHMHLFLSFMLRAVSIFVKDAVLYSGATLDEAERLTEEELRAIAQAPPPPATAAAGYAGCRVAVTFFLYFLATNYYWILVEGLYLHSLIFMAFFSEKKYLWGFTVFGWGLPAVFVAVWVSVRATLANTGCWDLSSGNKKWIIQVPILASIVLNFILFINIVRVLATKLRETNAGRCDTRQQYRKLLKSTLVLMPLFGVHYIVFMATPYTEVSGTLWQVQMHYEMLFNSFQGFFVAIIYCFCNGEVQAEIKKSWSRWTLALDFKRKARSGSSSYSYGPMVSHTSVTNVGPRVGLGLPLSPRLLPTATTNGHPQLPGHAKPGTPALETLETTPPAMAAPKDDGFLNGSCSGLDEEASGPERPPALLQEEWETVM
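HEK-293-derived GP2 cells expressing PTHR1 and a GloSensor cAMP reporter, 3,000/well, plated overnight, given luciferin plus IBMX (each 0.5 mM as added) for 1 h at 37 °C, then compound for 1 h at 37 °C. Luminescence was read after 15 min at room temperature.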
Active calls of the source: *; i = inactive; ? = inconclusive; [ ] = another dose, or the depositor's remark. Calls follow the shape of the dose curve; as a rule, active = well fitted curve in the direction sought with a large enough effect; inconclusive = small, poorly fitted or top-dose-only effect, or another doubt; inactive = no such curve, though single readings can be large; an effect the other way counts as inactive or inconclusive. Potency is read from the fitted curve at half-maximal effect. An excerpt, so the mix of outcomes need not match the whole.

Screens in order – GLP1R inv ag | GLP1R cytotox | PTHR1 agonist
- Cc1ccc(OCC(=O)Nc2nonc2-c2ccc(Br)cc2)cc1C
    -3.5% | 4.5% | -34.1%[inhibitor]
- CCOC(=O)c1c(NC(=O)COc2cccc(C)c2C)sc(C(C)=O)c1C
    6.0% | -5.9% | i
- Cc1cc(NC(=O)c2cc(-c3ccc(Cl)cc3)on2)n(-c2ccccc2)n1
    0.4% | 0.8% | i
- CNC(=O)C1CCC(Cn2c(=O)c3sccc3n(CC(=O)NCc3ccc(C)cc3)c2=O)CC1 (centres undefined)
    7.9% | 2.0% | 14.0%
- CCOC(=O)c1c(-c2ccc(Br)cc2)csc1NC(=O)c1ccccc1F
    9.4% | 2.9% | -21.2%
- CCOc1ccccc1N(C)C(=O)C1CCCN(c2ncnc3onc(-c4ccc(F)cc4)c23)C1 (centres undefined)
    1.8% | 1.7% | i
- COc1ccc(CNC(=O)Cc2csc3nc(-c4ccc(F)cc4)cn23)cc1
    5.0% | -11.6% | -12.1%
- Cc1ccc(CNC(=O)Cc2c(C)c3cc4c(C)coc4cc3oc2=O)cc1
    -7.0% | -2.9% | -2.9%
- Cc1ccc(CNC(=O)Cn2cc(S(=O)(=O)Cc3ccccc3F)c3ccccc32)cc1
    ? | -11.9% | -31.8%[inhibitor]
- CCC(CC)C(=O)Nc1ccc2nc(SCC(=O)N3CCOCC3)sc2c1
    4.2% | -1.0% | -5.8%
- CCc1ccccc1NC(=O)C1=CC(c2ccc3c(c2)OCO3)=NS(=O)(=O)N1C
    10.4% | 6.0% | -28.6%
- COc1ccc(CC(=O)Nc2sc3c(c2C(=O)Nc2ccc(C)cc2)CCCCC3)cc1
    16.0% | -7.6% | 20.7%
- CCCc1nn2c(=O)cc(COC(=O)c3ccccc3NC(=O)c3ccc(Cl)cc3)nc2s1
    -0.8% | -0.3% | 25.1%
- CCCN1Cc2cccc(C(=O)Nc3ccc(OC)cc3OC)c2C1=O
    1.7% | -4.5% | i
- CCOc1ccccc1CNC(=O)CCCN1C(=O)COc2ccc(C)cc21
    -30.3% | 5.7% | i
- Cc1ccc(-c2noc(-c3ccccc3NC(=O)c3ccccc3)n2)cc1
    18.7% | -5.6% | 26.0%
- Cc1ccc2c(c1)-c1c(c(C(=O)NCCc3ccccc3)nn1C)CS2
    ? | -0.2% | i
- CCCN1CCN(CCCNC(=O)c2ccc3c(c2)sc2nc(-c4ccc(OCC)cc4)cn23)CC1
    3.3% | 10.8% | -74.8%[inhibitor]
- Cc1oc(-c2ccc(C(=O)Nc3ccc(F)cc3)cc2)nc1COc1ccccc1
    6.5% | 3.2% | -3.3%
- CCCSc1ncc(Cl)c(C(=O)N(Cc2ccc(Cl)cc2)Cc2ccco2)n1
    -79.3% | -14.7% | -38.2%[inhibitor]

The last 5 records of the section before are carried over, then new ones follow:
Screens in order – GLP1R inv ag | GLP1R cytotox | PTHR1 agonist
- Cc1ccc(-c2noc(-c3ccccc3NC(=O)c3ccccc3)n2)cc1
    18.7% | -5.6% | 26.0%
- Cc1ccc2c(c1)-c1c(c(C(=O)NCCc3ccccc3)nn1C)CS2
    ? | -0.2% | i
- CCCN1CCN(CCCNC(=O)c2ccc3c(c2)sc2nc(-c4ccc(OCC)cc4)cn23)CC1
    3.3% | 10.8% | -74.8%[inhibitor]
- Cc1oc(-c2ccc(C(=O)Nc3ccc(F)cc3)cc2)nc1COc1ccccc1
    6.5% | 3.2% | -3.3%
- CCCSc1ncc(Cl)c(C(=O)N(Cc2ccc(Cl)cc2)Cc2ccco2)n1
    -79.3% | -14.7% | -38.2%[inhibitor]
- COc1ccccc1/C=C/c1nc2ccccc2n1C(C)C
    ? | 10.2% | -14.3%
- CSc1ncc(Cl)c(C(=O)Nc2cc(C(F)(F)F)ccc2Cl)n1
    12.8% | -7.2% | i
- CCOC(=O)c1cccc(NC(=O)c2cc3c(-c4cccc(OC)c4)nn(C)c3s2)c1
    13.2% | -0.4% | i
- COc1cc(-c2cc(OC)c3c(C)oc(C)c3c(=O)c2)ccc1OC(=O)c1ccccc1Cl
    ? | -8.2% | -86.9%[inhibitor]
- COc1ccc(/C=C/C(=O)Nc2cccc(F)c2)cc1
    ? | -7.3% | -59.5%[inhibitor]
- COc1ccccc1CCNC(=O)c1ccc2c(c1)c(C)c(C)n2Cc1ccc(Cl)cc1
    ? | -13.7% | -23.5%
- CCOC(=O)c1scc(-c2ccc(C)cc2)c1S(=O)(=O)Nc1cc(Cl)ccc1OC
    11.3% | -0.3% | i
- CCOc1ccc(-c2nnc(SCC(=O)c3ccc(F)cc3)n2-c2ccccc2)cc1
    4.1% | 2.0% | -51.3%[inhibitor]
- COc1ccc(OC)c(NC(=O)CC(=O)Nc2ccc3nc4n(c(=O)c3c2)CCCCC4)c1
    9.4% | 6.7% | i
- O=C(COc1ccc(F)cc1)NCc1ccc2c(c1)CCN2C(=O)c1ccccc1
    8.8% | 5.3% | 0.7%
- O=C(CSC1=Nc2ccccc2C2=NC(Cc3ccccc3)C(=O)N12)Nc1cccc(Cl)c1 (centres undefined)
    ? | ? | -4.6%
- Cc1ccc(C)c(-n2nnc(C(=O)Nc3ccc(Br)cc3)c2C)c1
    ? | 2.2% | -39.5%
- Cc1ccc(CN2CCCn3nc(C(=O)NCCC(C)C)cc3C2=O)cc1
    8.4% | 2.3% | -65.2%[inhibitor]
- CCNc1nc(N)nc(Oc2ccc(OCC(=O)OC)nn2)n1
    13.2% | 1.1% | ?
- COc1ccc(CC(=O)NCc2ccc3c(c2)CCN3C(=O)c2ccc(C)cc2)cc1OC
    -6.2% | 0.9% | -35.2%[inhibitor]
- COc1cc(OC)c(NC(=O)c2c3c(nc4ccccc24)C(=O)N(C2CCCCC2)C3)cc1Cl
    -2.0% | -6.6% | i
- Cc1ccc(-c2cc(C(F)(F)F)n3nc(-c4cccc(Br)c4)cc3n2)cc1
    -3.4% | 18.5% | -16.2%
- Cc1ccc(C)c(N2CCN(c3ncnc4c3nc3n4CCCC3)CC2)c1
    6.8% | -1.1% | 2.5%
- Cc1c(CNC(C)CCc2ccccc2)c(C(=O)O)c(C)n1Cc1ccc(F)cc1 (centres undefined)
    2.0% | -0.6% | -43.2%[inhibitor]
- CCCCS(=O)(=O)c1oc(-c2ccc(F)cc2)nc1S(=O)(=O)c1ccc(C)cc1
    ? | ? | -54.3%[inhibitor]

More structures follow.
Screens in order – GLP1R inv ag | GLP1R cytotox | PTHR1 agonist
- CCOc1ccc(N(CC(=O)Nc2ccccc2CC)S(=O)(=O)c2c(C)[nH]c(=O)[nH]c2=O)cc1
    -18.4% | 16.1% | -46.5%[inhibitor]
- CCc1nnc2c(Nc3cccc(F)c3)nc3ccc(C(=O)c4ccccc4)cc3n12
    -23.7% | -15.4% | 18.1%
- COc1ccc(-c2noc(CSc3nnc(-c4ccncc4)n3-c3ccc(C)cc3)n2)cc1
    ? | -3.9% | i
- COc1ccc(-c2cn3nc(N4CCCC(C(=O)NCCCOC(C)C)C4)sc3n2)cc1 (centres undefined)
    -4.8% | -0.9% | -28.6%
- O=C(O)CC1c2ccccc2CCN1C(=O)Nc1cc(Cl)ccc1Cl (centres undefined)
    4.9% | -1.7% | -27.8%
- COc1ccccc1NC(=O)c1ccc2oc(=O)c(S(=O)(=O)c3ccccc3)cc2c1
    4.9% | 1.7% | -29.6%
- COc1ccc(OCC(=O)Nc2ccc3nn(-c4ccc(OC)cc4)nc3c2)cc1
    -10.5% | -4.6% | ?
- O=C(Nc1ccc(F)cc1F)N1CCc2c(sc3c2CCCC3)C1c1ccc(F)cc1 (centres undefined)
    ? | -5.4% | -6.3%
- CCCc1nc(SCc2cc(=O)c3ccc(C)c(C)c3[nH]2)n[nH]1
    -0.1% | -5.0% | i
- O=C(Nc1ccc(C(=O)N2CCN(c3ccc(Cl)cc3)CC2)cc1)c1nsc2ccccc12
    6.31µM* | -4.2% | -91.4%[inhibitor]
- COc1ccc(CN(CCC(c2ccc3c(c2)OCO3)c2ccccc2OC)C(C)=O)cc1 (centres undefined)
    ? | -2.0% | -33.9%[inhibitor]
- Cc1ccc2c(CNCc3ccc(C)o3)c(C(=O)O)n(Cc3ccccc3C)c2c1
    4.8% | 7.4% | i
- CC1=C(c2ccc(C)c(C)c2)S(=O)(=O)N=C1N1CCN(c2cccc(C)c2)C(C)C1 (centres undefined)
    1.8% | 14.9% | -70.6%[inhibitor]
- CCOC(=O)c1ccc(NC(=O)CC2C(=O)N(c3ccc(C)cc3)C(=O)N2C2CCCCC2)cc1 (centres undefined)
    3.7% | 1.3% | i
- Cc1ccc(C)c(NS(=O)(=O)c2ccc3oc(=O)c4ncn(C)c4c3c2)c1
    -3.5% | 0.8% | -55.1%[inhibitor]
- CCOC(=O)c1c(S(=O)(=O)N2CCCC(C(=O)Nc3cccc(Cl)c3)C2)c(C)n(C)c1C (centres undefined)
    4.3% | 0.7% | -19.1%
- Cc1cccc(Cn2c(SCc3ccc(C(=O)NC4CCCC4)cc3)nc3cccnc32)c1
    ? | -16.6% | -26.3%
- COc1ccccc1-n1ncc2c(=O)[nH]c(SCC(=O)Nc3ccc(Cl)cc3)nc21
    -1.9% | -0.7% | i
- COc1ccc(C(=O)Nc2ccc(NC(=O)c3cccs3)cc2)cc1OC
    25.2% | 3.6% | i
- Cc1ccc(C)c(NC(=O)n2ncc3cc(Cl)ccc32)c1
    0.5% | 4.3% | -7.1%

New compounds follow.
Screens in order – GLP1R inv ag | GLP1R cytotox | PTHR1 agonist
- O=C(Cn1cc(SCc2ccccc2)c2ccccc21)N1CCCCC1
    ? | 0.5% | -32.3%[inhibitor]
- Cc1ccc(NC(=O)c2c3c(nc4ccccc24)C(=O)N(C2CCCCC2)C3)cc1F
    -10.9% | 3.9% | -9.0%
- COC(=O)c1c(NC(=O)/C(C#N)=C/c2ccccc2)sc2c1C(C(=O)OC)CC2 (centres undefined)
    19.6% | 2.3% | i
- Cc1c(Cl)cccc1NC(=O)CSc1nc(=O)n(Cc2cccnc2)c2c1CCC2
    8.7% | 15.1% | -95.4%[inhibitor]
- CCOC(=O)c1cnc2nc(NCc3cccc(Br)c3)[nH]n2c1=O
    2.3% | 0.3% | -15.6%
- Cc1cc(C)n(CCc2nc3c4ccccc4nc(SCc4ccc(Cl)cc4)n3n2)n1
    15.4% | 3.4% | i
- CCOC(=O)c1c(S(=O)(=O)N2CCCC(C(=O)Nc3cc(C)ccc3OC)C2)c(C)n(C)c1C (centres undefined)
    3.2% | 3.5% | i
- Cc1cccn2c(=O)c(C(=O)NCc3ccc(F)cc3)c(O)nc12
    3.4% | 2.1% | -4.6%
- Cc1ccc(C)c(NC(=O)c2cnn(-c3ccc(F)cc3F)c2C2CCNCC2)c1
    -28.7% | -13.3% | -9.8%
- CC(=O)Nc1ccc2nc(SCCOc3ccccc3)sc2c1
    -3.6% | 2.4% | i
- Cc1cccc2c1-c1sc(C(=O)Nc3ccccc3C(N)=O)cc1CO2
    3.2% | 0.7% | -48.0%
- CCc1nn(CC(=O)NCc2ccccc2)c(=O)c2cccn12
    -0.1% | 2.4% | i
- CN1C(=O)c2ccccc2Sc2ccc(NC(=O)c3ccc(C#N)cc3)cc21
    ? | -5.6% | -32.3%[inhibitor]
- COc1ccc(CNC(=O)Cn2ccc3cc(S(=O)(=O)N4CCCC4)ccc32)c(OC)c1
    1.3% | 8.1% | -23.6%
- COc1cc(C2Nc3ccccc3-c3nnc(SCc4ccc(C)cc4)nc3O2)cc(OC)c1O (centres undefined)
    -4.5% | 8.3% | -10.7%
- CCS(=O)(=O)N1CCc2cc(C(=O)Nc3cc(Cl)ccc3C)ccc21
    -29.6% | -9.4% | -21.6%
- CCOc1ccc(NCc2cccn2-c2nnc(N3CCC(C(=O)NCc4cccc(OC)c4)CC3)s2)cc1
    ? | -15.2% | -19.2%
- CCOc1ccc(-n2cc(C(=O)Nc3ccccc3OCC)c3cc(OC)c(OC)cc3c2=O)cc1
    -1.9% | -8.0% | i
- CCOCc1cc(CN2CCN(c3cccc(Cl)c3)CC2)c(O)c2ncccc12
    ? | ? | 14.1%
- Cn1c(CNC(=O)CSc2n[nH]c(-c3ccccc3)n2)nc2ccccc21
    -13.7% | 3.1% | i

Continued:
Screens in order – GLP1R inv ag | GLP1R cytotox | PTHR1 agonist
- COc1cccc(C(=O)N(Cc2cccc(Cl)c2)Cc2ccco2)c1
    ? | 0.9% | i
- Cc1ccccc1CCNC(=O)c1ccc2c(c1)nc1n2CCC(C)C1 (centres undefined)
    7.0% | -0.6% | -30.0%
- Cn1c(=O)n(Cc2c(F)cccc2Cl)c(=O)c2c1nc1n2CCN1c1ccc(F)cc1
    7.3% | 2.3% | 25.4%
- COc1ccccc1NC(=O)CSc1nc2c(oc3ccccc32)c(=O)n1-c1ccccc1F
    -1.5% | -3.6% | i
